Bioassay records from PubChem BioAssay.
FAK blocker: FAK kinase inhibitors, primary screen, biochemical; Focal adhesion kinase 1 (Homo sapiens), Q05397; biochemical FAK kinase activity assay; inhibition, %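 (tested at 7 µM)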; 0.84% of 97,000 active; AID 727, 2007; in the data active = inhibition above about 19%;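 also: 0% = DMSO and 100% = reference compound high control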
Target sequence (Q05397 whole entry, looked up): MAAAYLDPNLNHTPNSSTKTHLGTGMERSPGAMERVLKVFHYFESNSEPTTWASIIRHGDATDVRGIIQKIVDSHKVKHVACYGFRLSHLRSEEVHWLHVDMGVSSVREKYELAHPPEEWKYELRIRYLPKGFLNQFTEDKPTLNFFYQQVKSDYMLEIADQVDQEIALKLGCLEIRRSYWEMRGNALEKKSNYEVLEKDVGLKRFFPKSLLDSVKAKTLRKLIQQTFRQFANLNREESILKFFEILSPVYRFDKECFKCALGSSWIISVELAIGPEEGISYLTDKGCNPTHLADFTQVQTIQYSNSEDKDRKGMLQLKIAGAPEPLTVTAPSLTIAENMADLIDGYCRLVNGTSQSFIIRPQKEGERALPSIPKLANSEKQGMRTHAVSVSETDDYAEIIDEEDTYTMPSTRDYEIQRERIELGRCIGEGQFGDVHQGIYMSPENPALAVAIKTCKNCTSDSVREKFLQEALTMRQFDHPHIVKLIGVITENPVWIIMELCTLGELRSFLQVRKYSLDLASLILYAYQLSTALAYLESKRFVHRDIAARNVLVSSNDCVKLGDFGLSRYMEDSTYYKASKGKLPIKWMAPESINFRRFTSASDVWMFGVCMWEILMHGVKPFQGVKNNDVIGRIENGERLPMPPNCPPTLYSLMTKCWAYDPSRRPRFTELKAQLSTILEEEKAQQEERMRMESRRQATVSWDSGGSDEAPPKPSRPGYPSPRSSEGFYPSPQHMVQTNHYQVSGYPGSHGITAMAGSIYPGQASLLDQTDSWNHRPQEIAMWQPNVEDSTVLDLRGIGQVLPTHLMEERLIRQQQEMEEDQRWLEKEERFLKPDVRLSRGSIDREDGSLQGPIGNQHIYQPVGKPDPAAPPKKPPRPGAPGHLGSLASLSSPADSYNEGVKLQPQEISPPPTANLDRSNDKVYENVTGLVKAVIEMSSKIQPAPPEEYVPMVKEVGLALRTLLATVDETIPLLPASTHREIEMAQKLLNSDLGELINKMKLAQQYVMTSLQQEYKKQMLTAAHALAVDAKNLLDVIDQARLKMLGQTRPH
MT1-MMP txn act: MT1-MMP promoter reporter activation – cell-based, luciferase luminescence, primary screen. 0.16% of 86,000 active. HT1080 MT1-MMP promoter luciferase reporter, overnight; stronger effect = higher value. activation factor at 10 µM;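 active = activation factor of at least 2 for MT1-MMP transcription at 10 µM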
E coli WT exp: growth inhibitors of wild-type E. coli, primary screen, strain BW25113, expanded library, OD600 | OD600 absorbance | growth inhibition, % at 100 µM | 0.15% of 98,000 active;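 active = growth inhibition above about 50% at one test dose, limit read from the data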;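 also: growth measured after 20 h incubation at 37 °C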
* marks the source's active call; other numbers are inactive results.

Results for COc1ccc(-c2nc3n(n2)C(=O)CC(c2ccco2)S3)cc1 (stereo not drawn) ?
E coli WT exp: -6.0

How did Cc1ccc(-n2nnnc2Sc2nc([N+](=O)[O-])nn2C)c(C)c1 do in these assays?
FAK blocker: -0.8

Results for CN(C)/C=C(/C(=O)c1ccccc1Cl)S(=O)(=O)c1ccccc1 ?
FAK blocker: -0.5

How did C=COCCNC(=O)C(=O)NCC(C)C do in these assays?
FAK blocker: 4.1

What do the screens show for `O=C(N/N=C/c1cc2c(cc1[N+](=O)[O-])OCO2)c1ccccn1`?
FAK blocker: -3.8

Results for COc1cccc(/C=C/C(=C2\C(=O)N(c3ccccc3)N=C2C)c2ccc(Br)cc2)c1OC ?
FAK blocker: -2.5

Results for CC(C)CNC(=O)C(=O)NC1CCCC1 ?
FAK blocker: -1.9

What do the screens show for `CNC(=S)N(Cc1ccc(OC)cc1)C1CC(=O)N(c2ccc(OC)cc2)C1=O` (stereo not drawn)?
FAK blocker: -1.3

Results for O=C(COc1ccc(F)cc1)c1ccc2c(c1)CCCC2 ?
FAK blocker: -3.5

What do the screens show for `O=S(=O)(NCCSCc1ccc(Cl)c(Cl)c1)c1ccc2c(c1)OCCO2`?
FAK blocker: -5.9

How did O=C(Nc1ccc(OC(F)(F)C(F)F)c(NC(=O)c2ccc(F)cc2)c1)c1ccc(F)cc1 do in these assays?
FAK blocker: 1.1

What do the screens show for `Cc1ccc(OCC(=O)Nc2ccc([N+](=O)[O-])cn2)cc1C`?
FAK blocker: -0.5

Results for Cc1ccc(O)c(NC(=S)NC(=O)c2ccc(-c3ccc(Cl)cc3)o2)c1 ?
FAK blocker: 0.9

What do the screens show for `CN(NC(=O)Nc1ccc(Cl)cc1)c1ncc(C(F)(F)F)cc1Cl`?
FAK blocker: -1.7

Results for COc1cc(/C=N/NC(=O)c2ccoc2C)cc(OC)c1OC ?
FAK blocker: 5.2

What do the screens show for `N/C(=N\OC(=O)COc1ccccc1Cl)c1ccc(Cl)cc1`?
FAK blocker: -3.2

What do the screens show for `Cc1cccc(OCCCn2c(CCNC(=O)C(C)C)nc3ccccc32)c1`?
FAK blocker: -1.3

What do the screens show for `C=CCN(CC=C)Cc1c(O)ccc2c1oc(=O)c1ccccc12`?
FAK blocker: 9.0

What do the screens show for `CCOc1ccc(-c2csc(C3COc4ccccc4O3)n2)cc1` (stereo not drawn)?
FAK blocker: -1.4

What do the screens show for `O=C(c1ccc(Cl)cc1)N1CCN(c2ccc([N+](=O)[O-])c(NCc3cccnc3)c2)CC1`?
FAK blocker: 3.7

What do the screens show for `O=C(/C=C/c1cccs1)c1cc(F)ccc1OC(=O)N1CCOCC1`?
FAK blocker: 7.3

Results for COc1cc(CN2CCN(c3cc(C)ccc3C)CC2)cc([N+](=O)[O-])c1O ?
FAK blocker: -1.5

Results for CCCCOc1cccc(C(=O)NNC(=S)NC2CCCCC2)c1 ?
FAK blocker: -11.4

How did Clc1nc(-c2ccccc2)cc(-c2ccc(Br)cc2)n1 do in these assays?
FAK blocker: -2.9

How did O=C(/C=C/Nc1ccc(F)cc1)c1cccs1 do in these assays?
FAK blocker: -0.6

How did CN1CCc2c(C#N)c(N3CCCCC3)nc(N3CCOCC3)c2C1 do in these assays?
FAK blocker: 1.4

Results for COc1ccc(NC(=S)Nc2cc(C)ccn2)c(OC)c1 ?
FAK blocker: -1.7

Results for Cc1cc(/C=C2/SC(=S)N(c3cccc(C(F)(F)F)c3)C2=O)c(C)n1-c1cccnc1 ?
FAK blocker: -0.6

How did COc1ccc(C2C(Oc3ccccc3)C(=O)N2c2ccc(C)c(C)c2)cc1OC (stereo not drawn) do in these assays?
FAK blocker: 2.7

How did CC(C)(C)c1sc(N)nc1-c1ccccc1 do in these assays?
FAK blocker: -2.2

Results for CC1CCN(c2ccccc2NC(=S)NC(=O)c2ccco2)CC1 ?
FAK blocker: 0.6

Results for CCOc1ccc(CC(=O)NNC(=S)NC2CCCCC2)cc1OCC ?
FAK blocker: -7.8

What do the screens show for `O=C(Cc1cccs1)Nc1ccc(-c2nnc(-c3ccccc3)o2)cc1`?
FAK blocker: -1.8

What do the screens show for `COC(=O)c1c(NC(=O)c2ccccc2N(C)S(=O)(=O)c2ccccc2)sc2c1CCCC2`?
FAK blocker: 1.8

Results for Cc1ccc(C(C)C)c(OCC(=O)c2c(O)c3ccccc3oc2=O)c1 ?
FAK blocker: -2.7

Results for COc1cccc(/C=N/NC(=O)C(=O)N2CCCC2)c1 ?
FAK blocker: -2.4

How did O=C(CCCOc1ccccc1)Nc1ccc(Br)cc1 do in these assays?
FAK blocker: -1.0

What do the screens show for `CC(C)CCNC(=S)Nc1ccc(F)cc1`?
FAK blocker: 2.2

Results for CC(=O)c1ccc(NC(=O)c2cn(-c3ccccc3)nc2-c2ccncc2)cc1 ?
FAK blocker: -6.1

What do the screens show for `Cc1ccc(S(=O)(=O)C(NC(=O)c2ccccc2)=C(Cl)Cl)cc1`?
FAK blocker: -0.4

Results for CCC(=O)NC(=S)Nc1ccccc1C(F)(F)F ?
FAK blocker: -7.6

Results for COc1ccc(NC(=S)NCCCn2ccnc2)cc1 ?
FAK blocker: -10.0

Results for Cc1cc(C)n(-c2cc(N3CCN(C(=O)c4ccccc4C)CC3)ccc2[N+](=O)[O-])n1 ?
FAK blocker: -1.8

Results for CCOc1ccc(NC(=O)CC2C(=O)N(C)C(=S)N2Cc2ccc3c(c2)OCO3)cc1 (stereo not drawn) ?
FAK blocker: 0.2

Results for COc1ccc(CCNC(=O)CSCc2ccc(C)cc2)cc1OC ?
FAK blocker: 6.4

An excerpt from above in order of SMILES length, smallest number first:
How did O=C(CCCOc1ccccc1)Nc1ccc(Br)cc1 do in these assays?
FAK blocker: -1.0

What do the screens show for `Cc1ccc(S(=O)(=O)C(NC(=O)c2ccccc2)=C(Cl)Cl)cc1`?
FAK blocker: -0.4

Results for CCOc1ccc(NC(=O)CC2C(=O)N(C)C(=S)N2Cc2ccc3c(c2)OCO3)cc1 (stereo not drawn) ?
FAK blocker: 0.2

Next part:
Results for COc1cc(-c2nc3ccccn3c2/N=C/c2cc(OC)c(OC)c(OC)c2)ccc1O ?
FAK blocker: -5.4

How did CCOC(=O)c1c(NC(=O)CSc2nnc3c(n2)[nH]c2ccccc23)sc2c1CCN(C)C2 do in these assays?
FAK blocker: 19.6*

What do the screens show for `Cc1ccc(Nc2nc(-c3ccc(S(=O)(=O)N4CCOCC4)cc3)cs2)cc1`?
FAK blocker: 0.5

How did CC1=Nc2ccc(C)c3nc(C)cc(c23)N1c1ccc(C)cc1 do in these assays?
FAK blocker: 2.3

How did Cc1cccc(OCCSc2nc3c([nH]2)c(=N)ncn3Cc2ccccc2)c1 do in these assays?
FAK blocker: 1.5

What do the screens show for `CCOc1ccc(N2C(=O)CC(Sc3nc4ccc(OCC)cc4s3)C2=O)cc1` (stereo not drawn)?
FAK blocker: 3.6

Results for N/C(=N\OC(=O)CCCN1C(=O)c2ccccc2C1=O)c1ccc(Br)cc1 ?
FAK blocker: 0.5

Results for COc1ccc(NC(=S)NCCSc2ccc(C)cc2)c(OC)c1 ?
FAK blocker: 0.3

How did O=C(Nc1ccccc1Cl)O/N=C/c1ccncc1 do in these assays?
FAK blocker: -0.3

Results for S=C(Nc1ccc(Cl)cc1)N1CCOCC1 ?
FAK blocker: 5.1

How did Cc1[nH]n(-c2ccccc2)c(=O)c1C(c1ccc(O)c([N+](=O)[O-])c1)c1c(C)[nH]n(-c2ccccc2)c1=O do in these assays?
FAK blocker: 7.0

How did O=C(/C=C/c1ccc(Cl)c([N+](=O)[O-])c1)NCc1cccnc1 do in these assays?
FAK blocker: -0.9

Results for CN(C)CCNC(=O)Nc1cccc(Cl)c1Cl ?
FAK blocker: -0.6

How did Cc1ccc(S(=O)(=O)Nc2ccc3c4c(cccc24)CC3)c(C)c1 do in these assays?
FAK blocker: -2.0

Results for COc1ccc(CCNC(=S)NC(=O)/C=C/c2ccc(C)cc2)cc1OC ?
FAK blocker: 2.2

Retrieved by structure from the list above, two records:
What do the screens show for `Cc1cccc(OCCCn2c(CCNC(=O)C(C)C)nc3ccccc32)c1`?
FAK blocker: -1.3

How did O=C(CCCOc1ccccc1)Nc1ccc(Br)cc1 do in these assays?
FAK blocker: -1.0

The results go on.
How did O=C1OC(c2ccccc2)=N/C1=C/c1cccc(OC(=O)c2cccs2)c1 do in these assays?
FAK blocker: 0.2

How did CC(/C=N\NC(=O)c1cccnc1)c1ccccc1 (stereo not drawn) do in these assays?
FAK blocker: -1.3

What do the screens show for `Cc1ccc(C)c(N/C=C(\C#N)c2nc3ccccc3o2)c1`?
FAK blocker: -2.0

Results for Cc1ccc(C(=O)C2C(c3ccc(-c4ccccc4[N+](=O)[O-])o3)NC(=O)NC2(O)C(F)(F)F)cc1 (stereo not drawn) ?
FAK blocker: 2.5

Results for COC(=O)[C@H]1C[C@@H]1[C@H](NC(=O)Oc1ccc(F)cc1)c1ccccc1 ?
MT1-MMP txn act: 1.1

Results for NCCNCCNCCN ?
MT1-MMP txn act: 1.1

Results for C[C@@H](C(=O)NCCF)[C@H]1C[C@]1(C)[C@H](NC(=O)OCc1ccccc1)c1ccccc1 ?
MT1-MMP txn act: 1.2

Results for CNC(=O)C1(CC(C)C)C=CCN1C(=O)c1ccccc1 (stereo not drawn) ?
MT1-MMP txn act: 1

What do the screens show for `O=c1c2cc(Cl)ccc2nc2ccc(N3CCCC3)nn12`?
MT1-MMP txn act: 1.3

What do the screens show for `Cc1nn(C)c(Cl)c1S(=O)(=O)N[C@@H](c1ccccc1)[C@]1(C)C[C@H]1[C@@H](C)C(=O)Nc1ccc2ccccc2c1`?
MT1-MMP txn act: 1.2

How did COC(=O)[C@@]1(Cc2ccccc2)[C@H]2c3cc(C(=O)N4CCCC4)n(Cc4ccsc4Br)c3C[C@H]2CN1C(=O)c1ccccc1 do in these assays?
MT1-MMP txn act: 1.2

How did COC(=O)[C@@]1(Cc2ccc(F)cc2)[C@H]2c3cc(C(=O)N(C)C)n(Cc4ccccc4)c3C[C@H]2CN1C(=O)c1ccccc1 do in these assays?
MT1-MMP txn act: 1.1

Results for CCCCCCn1c(SCCOC)nc2c1c(=O)[nH]c(=O)n2C ?
MT1-MMP txn act: 1.1

Results for CCC1=C(OC(=O)N(CC)CC)N2C(=O)OC(=NCc3ccccc3)[C@]2(C)[C@H]2C1=CC[C@H]1C(=O)N(CC(=O)OC)C(=O)[C@H]12 ?
MT1-MMP txn act: 1.2

How did CC1(C(=O)NCCN2CCOCC2)C=CCN1C(=O)c1ccccc1 (stereo not drawn) do in these assays?
MT1-MMP txn act: 1.1

Results for COC(=O)c1ccc(C(/C=C/[C@@H](C)C(=O)N(C)C)NC(=O)OCc2ccccc2)cc1 (stereo partly drawn) ?
MT1-MMP txn act: 1.1

Results for CC(=O)N1C2(C=CC1(C)C(=O)NCc1ccccn1)CCCCC2 (stereo not drawn) ?
MT1-MMP txn act: 1.1

How did COC(=O)Cn1c(C(=O)N2CCCC2)cc2c1C[C@H]1CN(C(=O)c3ccccc3)[C@@](Cc3ccc(F)cc3)(C(=O)OC)[C@@H]21 do in these assays?
MT1-MMP txn act: 1.2

How did CCCCOc1ccc(-c2nnc(N)s2)cc1 do in these assays?
MT1-MMP txn act: 1.5

How did CCOC(=O)c1cc2c(=O)n3cccc(C)c3nc2n(CCc2ccccc2)c1=N do in these assays?
MT1-MMP txn act: 1

How did CCOC(=O)C1=C(C)N(CCCCCC(=O)O)C(=O)NC1c1ccc([N+](=O)[O-])cc1 (stereo not drawn) do in these assays?
MT1-MMP txn act: 1.2

Results for CC(Cc1ccccc1)C(=O)NCc1nc2ccccc2s1 (stereo not drawn) ?
MT1-MMP txn act: 1

How did CC(=O)N1C2(C=CC1(C)C(=O)NCCN1CCOCC1)CCCCC2 (stereo not drawn) do in these assays?
MT1-MMP txn act: 1.2

What do the screens show for `CCC1=C2CC[C@H]3C(=O)NC(=O)[C@H]3[C@H]2[C@@]2(C)C(=O)N(CC3CC3)C(=O)N2C1=O`?
MT1-MMP txn act: 1.1

Results for FC(F)(F)c1ccc(CN2C[C@@H]3C(c4ccc(C(F)(F)F)cc4)C4(c5ccccc5)CC3(C4)[C@H]2c2ccccc2)cc1 (stereo partly drawn) ?
MT1-MMP txn act: 1.1

Results for C[C@@H](C(=O)Nc1ccc2ccccc2c1)[C@@H]1C[C@@]1(C)[C@@H](NC(=O)c1cccnc1)c1ccccc1 ?
MT1-MMP txn act: 1.2

How did COC(=O)[C@@]1(Cc2ccc(F)cc2)[C@H]2c3cc(C(=O)N(C)C)n(CCc4ccc(O)c(O)c4)c3C[C@H]2CN1C(=O)c1ccccc1 do in these assays?
MT1-MMP txn act: 1.1

What do the screens show for `COC(=O)[C@@]1(Cc2ccc(F)cc2)[C@H]2c3cc(C(=O)N(C)C)n(Cc4ccc(O)c(OC)c4)c3C[C@H]2CN1C(=O)c1ccccc1`?
MT1-MMP txn act: 1.2

Results for COC(=O)c1ccc(C(NC(=O)OCc2ccccc2)/C(C)=C/[C@@H](C)C(=O)NCCO)cc1 (stereo partly drawn) ?
MT1-MMP txn act: 1

How did Cn1c(=O)c(C(=O)COC(=O)c2cc(-c3ccco3)nc3ccccc23)c(N)n(CC2CC2)c1=O do in these assays?
MT1-MMP txn act: 1.1

What do the screens show for `COC(=O)c1ccc(C23CC4(C2)[C@H](CN(Cc2ccc(-c5ccccc5)cc2)[C@@H]4c2ccccc2)C3c2ccc(C(F)(F)F)cc2)cc1` (stereo partly drawn)?
MT1-MMP txn act: 1

Molecules from the list above with a cyano group, in the order listed:
How did CN1CCc2c(C#N)c(N3CCCCC3)nc(N3CCOCC3)c2C1 do in these assays?
FAK blocker: 1.4

What do the screens show for `Cc1ccc(C)c(N/C=C(\C#N)c2nc3ccccc3o2)c1`?
FAK blocker: -2.0

The list is partial; rates above refer to the full screens.
